S1P4 antag – blocks the human S1P4 receptor; O95977; S1P4-expressing cells, antagonist mode, reporter read-out; inhibition, % at 4.98 µM; 0.26% of 220,000 active; AID 1510; in the data active means inhibition above about 29%;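 further: 0% = wells stimulated with agonist and 100% = vehicle wells without agonist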
Target sequence (O95977 whole entry, looked up): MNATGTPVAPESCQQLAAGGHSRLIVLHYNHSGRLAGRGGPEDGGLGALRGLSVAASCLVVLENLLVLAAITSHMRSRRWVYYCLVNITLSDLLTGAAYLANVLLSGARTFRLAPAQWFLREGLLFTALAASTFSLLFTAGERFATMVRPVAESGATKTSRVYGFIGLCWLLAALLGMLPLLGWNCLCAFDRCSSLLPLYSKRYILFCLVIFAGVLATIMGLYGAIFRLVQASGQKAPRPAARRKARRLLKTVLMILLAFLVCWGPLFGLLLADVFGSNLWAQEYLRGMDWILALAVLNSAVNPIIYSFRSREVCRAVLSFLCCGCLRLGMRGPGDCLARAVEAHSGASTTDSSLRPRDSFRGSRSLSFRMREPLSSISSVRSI
EP2 antag – blocks the human prostaglandin E2 receptor EP2 | P43116 | inhibition, % at 25 µM | 0.52% of 260,000 active | C6 glioma cells expressing human EP2, cAMP TR-FRET; cells stimulated with saturating PGE2;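 active means percent inhibition above 40 after rounding to a whole number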;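 further: rat C6 glioma host cells with rolipram phosphodiesterase inhibitor present; the protocol text gives 20 µM as final concentration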
eIF4E-4G inh – blocks eIF4E binding to eIF4G. TR-FRET eIF4E-eIF4GI(517-606) binding, 2 h. P63073+Q04637. AID 782. inhibition, % at 21.7 µM. 0.37% of 220,000 active;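 active means inhibition above about 30%, limit read from the data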;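 further: 0% = full FRET control wells and 100% = background wells lacking eIF4GI fragment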
NPY-Y1 PAM-ag – human NPY-Y1 potentiation or agonism, primary screen | 0.37% of 220,000 active | NPY-Y1 expressing cells, potentiator/agonist activation | activation, % at 3.6 µM | P25929; in the data active means activation above about 33%, passing the limit was not always enough;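 further: cells stimulated with NPY at EC10 then isoproterenol at EC100; 0% = low agonist plus stimulus and 100% = saturating agonist plus stimulus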
NPY Y1 blocker – NPY-Y1 (human) receptor antagonism | AID 1040 | inhibition, % at 3.6 µM | 1% of 200,000 active | HEK293-CNG Y1 cells, membrane potential fluorescence; NPY at EC95, then isoproterenol | P25929;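 active means inhibition above the campaign mean inhibition of all tested compounds plus 3 SD, cut at about 20% in these data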;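 further: 0% = DMSO wells given NPY plus isoproterenol and 100% = isoproterenol alone without NPY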
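Material: Y1- and CNG-channel-expressing HEK293 cells / Probe or stimulus: NPY 25 nM then isoproterenol 1 µM plus Ro 20-1724 25 µM / Doses: 3.6 µM single dose, DMSO 0.4% / Schedule: compound incubation 1 h at room temperature, readout 45 min post-stimulation / Signal: membrane potential fluorescence / Benchmarks: isoproterenol-only wells as full block versus NPY-plus-isoproterenol wells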
p97 ATPase inh – inhibitors of human p97 ATPase | inhibition, % at 8 µM | recombinant p97 ATPase, Kinase-Glo ATP luminescence, 3 h | P55072 | 0.42% of 220,000 active; in the data active means inhibition above about 15%;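 further: 0% = DMSO vehicle and 100% = wells lacking enzyme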
EP2 modulator – modulators of human EP2 prostaglandin E2 receptor; induction, % at 25 µM; EP2-expressing cells, cAMP HTRF FRET, PGE2 co-stimulation; 0.83% of 260,000 active;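 active means compounds whose cAMP rise, as percent of the full-agonist control response, exceeds 60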;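 further: rat C6 glioma line stably carrying human EP2 under a CMV promoter; the protocol text gives 20 µM as final concentration; 100% = response of wells given 1 µM PGE2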
NPY-Y2 PAM-ag – human NPY-Y2 potentiation or agonism, primary screen; activation, % at 3.6 µM; cells expressing NPY-Y2, potentiator/agonist read-out; 0.45% of 220,000 active; P49146; AID 1359; in the data active means activation above about 27%;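 further: cells stimulated with NPY near EC25 plus isoproterenol at EC100; 0% = vehicle plus submaximal agonist and 100% = vehicle plus saturating agonist; some results beyond the cut were filed as inactive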
Target sequence (P49146 whole entry, looked up): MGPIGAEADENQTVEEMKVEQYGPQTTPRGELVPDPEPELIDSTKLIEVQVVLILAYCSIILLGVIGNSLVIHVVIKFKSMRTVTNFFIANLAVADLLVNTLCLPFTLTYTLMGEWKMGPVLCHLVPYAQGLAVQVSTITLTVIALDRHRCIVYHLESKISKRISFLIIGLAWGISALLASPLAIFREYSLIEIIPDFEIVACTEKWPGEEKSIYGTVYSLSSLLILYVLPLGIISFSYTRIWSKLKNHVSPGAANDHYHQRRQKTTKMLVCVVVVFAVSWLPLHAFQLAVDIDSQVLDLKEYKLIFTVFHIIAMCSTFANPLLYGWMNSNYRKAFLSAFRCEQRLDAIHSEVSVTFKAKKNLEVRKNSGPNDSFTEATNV
S1P4 agonist – activates the human S1P4 receptor | O95977 | S1P4-expressing cell line, agonist reporter assay | activation, % at 4.98 µM | 0.35% of 220,000 active | AID 1509; in the data active means activation above about 11%;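 further: 0% = DMSO vehicle and 100% = reference agonist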
* hit, by the source's call; / = not tested or not shown; [ ] = remark or other dose.

SMILES | S1P4 antag | EP2 antag | eIF4E-4G inh | NPY-Y1 PAM-ag | NPY Y1 blocker | p97 ATPase inh | EP2 modulator | NPY-Y2 PAM-ag | S1P4 agonist
O=S(=O)(/C=C/c1ccccc1)N1CCN(c2nc(-c3cccnc3)nc3ccccc23)CC1 | -19 | 7 | -3 | -34 | 3 | 3 | 27 | -18 | 0.8
COc1ccc(CN2CCN(CC=C(C)C)C(CCO)C2)cc1Cn1cccn1 (configuration not stated) | 0 | 0 | 0 | 5 | 6 | 3 | 2 | 8 | -0.1
CCOC(=O)c1c(-c2ccccc2)csc1NC(=O)/C(C#N)=C/c1ccc(O)c(OC)c1 | -7 | 9 | 4 | 0 | 5 | 5 | 28 | 5 | 0.2
Cc1c(NC(=O)c2ccc(F)cc2)c(=O)n(-c2ccccc2)n1C | -13 | 12 | 2[fluorescence artefact?] | 8 | -3 | 4 | 0 | 5 | -0.1
c1ccc(-c2ccc(-c3nc(-c4ccncc4)no3)cc2)cc1 | -21 | 5 | -15 | 16 | -9 | 4 | -3 | 10 | 0.2
COc1ccc(CNC(=S)N/N=C(/C)c2ccccc2)cc1 | 1 | 8 | -3 | -26 | / | 0 | -43 | -31 | -1.2
CCC(CC)C(=O)Nc1cccc(C(=O)N2CCCCCC2)c1 | -3 | -2 | -4 | -18 | 9 | -6 | 6 | -21 | 2.0
Nc1nc(Cl)cc(NCCc2ccc(O)cc2)n1 | -9 | -1 | 1 | -14 | -3 | 4 | -33 | -5 | 0.5
Cc1ccc2cccc(OC(=O)c3ccc4c(c3)OCCO4)c2n1 | -6 | 3 | 1 | -6 | -1 | 2 | -9 | -8 | 1.6
CC(=O)OC[C@H]1O[C@@H](n2ccc(=O)[nH]c2=S)C(OC(C)=O)C1OC(C)=O (some centres not stated) | 13 | 8 | 5 | -8 | 0 | 3 | -14 | 12 | -0.4
CC1c2ccccc2N(NC(=O)Cc2ccccc2)C1C (configuration not stated) | 6 | 4 | -2 | -8 | / | -8 | -9 | 1 | 0.8
COc1cccc(CNCCc2c[nH]c3ccccc23)c1OCc1ccccc1 | -3 | 11 | -6 | -51 | 50* | 3 | -10 | -15 | -3.5
CCOC(=O)c1cnc(-n2nc(C)cc2C)nc1NCCc1ccccc1 | 3 | 2 | -5 | -94 | 12 | 1 | 26 | -51 | 0.5
O=[N+]([O-])c1nn(-c2ccc3c(c2)OCCO3)n(O)c1=NCc1ccc(F)cc1Cl | -10 | 10 | -1 | -5 | -4 | 0 | -26 | -3 | 1.3
CCCCN(CC)CCNC(=O)c1cn(-c2ccc(Cl)cc2)c(=O)c2ccccc12 | 8 | 8 | 0 | 7 | 2 | 3 | -3 | 3 | -0.7
Cc1ccc(-n2ncc3c(=O)n(CC(=O)OCc4ccccc4)cnc32)cc1 | -28 | 7 | -6 | 10 | 0 | 3 | 17 | 7 | 17*
CCN1CCN(C(C)C(=O)Nc2c(C)n(C)n(-c3ccccc3)c2=O)CC1 (configuration not stated) | -17 | 10 | 3 | -4 | 0 | 2 | 19 | 3 | 0.5
Cc1nn(Cc2cccc(F)c2)c(C)c1NC(=O)c1c(Cl)cnn1C | 2 | 5 | 18 | 8 | -3 | 2 | -17 | 10 | -0.2
O=C(CCn1nnc2ccccc21)NNC(=O)C1CCCCC1 | -16 | 12 | -1 | 14 | 5 | 6 | 8 | 11 | 0.5
CC(C)(C)NC(=O)CSc1nc(-c2ccc(F)cc2)cs1 | -23 | 3 | -2 | 8 | 1 | -2 | -2 | 9 | -1.0
COc1cccc(-c2nc(-c3ccc(NC(=O)c4cccs4)cc3)no2)c1 | -8 | -3 | 8 | 2 | 2 | 0 | -12 | -8 | -2.6
CCN(CC)C(=O)C1CCCN(Cc2ccc(F)c(F)c2)C1 (configuration not stated) | -20 | 6 | 6[fluorescence artefact?] | -1 | 5 | -5 | 19 | 6 | 0.7
CCN(c1ccccc1)S(=O)(=O)c1ccc(C(=O)Nc2nnc(C3CC3)o2)cc1 | -1 | 2 | -3 | 9 | -1 | 5 | 24 | 9 | -0.9
S=c1[nH]nc(-c2cc(-c3ccsc3)n[nH]2)n1-c1cccc2ccccc12 | -15 | 8 | 1 | 8 | 10 | 7 | 47 | 0 | -1.1
CC(C)(C)c1cc(C(=O)Nc2cccc3ccccc23)ccn1 | -9 | 7 | 4 | -1 | 8 | 5 | 6 | 0 | 2.2
SMILES | S1P4 antag | EP2 antag | eIF4E-4G inh | NPY-Y1 PAM-ag | NPY Y1 blocker | p97 ATPase inh | EP2 modulator | NPY-Y2 PAM-ag | S1P4 agonist
CC(C)(C)c1ccc(C(=O)N2CCC(C(=O)NCC3CCCO3)CC2)cc1 (configuration not stated) | -7 | 9 | 6 | -7 | -4 | 1 | 12 | 5 | 0.4
Cn1c(Cl)c(C(=O)Nc2ccccc2)c2ccccc21 | 2 | 9 | 1 | -1 | 2 | 3 | -15 | -6 | 1.5
Cc1ccc(Cl)cc1NC(=O)C(Cc1ccccc1)N1C(=O)C2C3CCC(C3)C2C1=O (configuration not stated) | -11 | 8 | 14[fluorescence artefact?] | 24 | 4 | 2 | 12 | -5 | 1.8
COC(=O)c1nn(-c2ccc3c(c2)CCN3C(C)=O)cc1O | -21 | 4 | 6 | -2 | 1 | -21 | 14 | -6 | 1.1
Cc1ccc(CS(=O)(=O)CCC(=O)NCCCN2CCCC2)cc1 | -15 | 17 | -3 | -3 | 2 | -2 | 11 | -14 | 1.0
CC(=O)c1cnc(Nc2ccccc2)s1 | 1 | 7 | -6 | 12 | 0 | -1 | -12 | 10 | 0.1
Cn1c(=O)n(CC(=O)OCc2ccccc2)c(=O)c2c1nc1n2CCCN1C1CCCCC1 | -15 | 12 | / | -6 | -6 | 0 | / | 7 | -2.2
Cc1cnc(C(=O)NC(C)CCc2ccccc2)cn1 (configuration not stated) | 5 | 5 | 1 | -14 | 3 | -1 | -13 | -12 | 2.3
Cc1c(C(=O)N(C)C)c2cc(Cl)ccc2n1O | 0 | 12 | -1[fluorescence artefact?] | -12 | 0 | 1 | 23 | -6 | -0.8
CCC(c1nnc(SCC(=O)NCCc2ccc(OC)c(OC)c2)n1Cc1ccccc1)N(C)C (configuration not stated) | 3 | 8 | 1 | 1 | 5 | -4 | 4 | -7 | 0.8
Cc1nc(C)c(C(=O)Nc2ncc([N+](=O)[O-])s2)o1 | -5 | 4 | 14 | 9 | 6 | -8 | 2 | -7 | 0.3
Cc1cc(C)n(-c2nc(-c3cccc(Cl)c3)cs2)n1 | 7 | 10 | 3 | -29 | 12 | -5 | 12 | -23 | 1.6
C/C(=C\C(=O)c1ccc(Br)cc1)Nc1ccc(Cl)cc1 | 0 | 3 | 1[fluorescence artefact?] | -2 | 4 | 0 | 46 | -2 | 1.4
COc1ccc(CCNC(=O)c2cccs2)cc1OC | 5 | 3 | -1 | 2 | 2 | 2 | 10 | -3 | 2.0
Cc1ccsc1/C=N/N1CCN(c2ccccn2)CC1 | 0 | 4 | -1 | 0 | / | -2 | -29 | 0 | 0.3
CCOc1cc(/C=N/NC(=O)C(=O)NCCCOC(C)C)cc(Br)c1O | -19 | 5 | 1 | 0 | 6 | -6 | 25 | 9 | 0.3
CC(=O)Nc1ccc(OCC(=O)N2CCC(Cc3ccccc3)CC2)cc1 | 5 | 6 | -2 | -5 | 3 | -5 | -27 | -9 | 0.8
Cc1ccc(S(=O)(=O)N/N=C/c2cccn2-c2ccc(Cl)cc2)cc1 | 5 | 9 | 9 | -49 | 0 | -2 | 15 | -12 | -0.4
CCC(c1nc2ccccc2c(=O)n1-c1cccnc1)N1C(=O)c2ccccc2C1=O (configuration not stated) | 14 | 7 | -16[fluorescence artefact?] | -16 | 0 | -1 | -4 | 6 | 0.1
COc1cc(OC)c(OC)cc1CNC1CCCCCC1 | -14 | 3 | -15 | -6 | -2 | 8 | 32 | 6 | -0.7
Cc1ccc2nc(-c3ccncc3)cc(C(=O)NCCc3ccc(F)cc3)c2c1 | 4 | 6 | -6 | -29 | 11 | 0 | 1 | -11 | -0.1
Cc1c(NS(=O)(=O)c2ccc(NC3CCCC3)c([N+](=O)[O-])c2)c(=O)n(-c2ccccc2)n1C | 2 | 10 | 5 | 17 | 1 | 5 | 14 | 3 | 0.4
COCC(C)n1c(C)cc(C(=O)CSc2nnnn2-c2ccc(O)cc2)c1C (configuration not stated) | -13 | 5 | 0 | -16 | 4 | -2 | -13 | -4 | 1.3
Cc1cccc(Nc2ncnc3c2cnn3C)c1 | -25 | 11 | -1 | 4 | 1 | 3 | 27 | 6 | 0.3
Cn1c(Cn2c(=O)sc3ccccc32)nnc1SCc1ccccn1 | 3 | 12 | 1[fluorescence artefact?] | 18 | 4 | 7 | 5 | 0 | 0.2
SMILES | S1P4 antag | EP2 antag | eIF4E-4G inh | NPY-Y1 PAM-ag | NPY Y1 blocker | p97 ATPase inh | EP2 modulator | NPY-Y2 PAM-ag | S1P4 agonist
COc1ccccc1C1CC(=O)NC(C)=C1C(=O)OCC(C)C (configuration not stated) | -5 | 10 | 4[fluorescence artefact?] | 23 | 2 | -6 | 15 | 6 | 0.1
CCCCNC(=O)C(Cc1ccccc1)NS(=O)(=O)c1ccc2c(c1)c(=O)n(C)c(=O)n2C (configuration not stated) | 14 | 8 | 4 | 10 | 2 | 4 | -57 | 9 | -2.0
Cn1nc(C(F)(F)F)c(-c2cccc(C(F)(F)F)c2)c1NC(=O)c1cccnc1 | 2 | 7 | 1 | 2 | / | 2 | 23 | 4 | -0.3
CC(C)(C)c1nc2scc(-c3ccc(Br)cc3)c2c(=O)o1 | 3 | 7 | 2 | 9 | 0 | 7 | 20 | 1 | 1.4
c1cnc(SCCCOc2ccc3ccccc3c2)nc1 | 7 | / | -4[fluorescence artefact?] | -19 | 10 | -12 | -21 | -10 | 1.4
S=C(Nc1ccccc1)Nc1ccc(Br)cn1 | 0 | 3 | -4 | 2 | 0 | 6 | -36 | 20 | -0.6
Cc1ccccc1/C=N/Nc1nc2ccccc2c(=O)n1O | -2 | 6 | 0 | 17 | / | 3 | -7 | 1 | -0.2
COc1ccc(-c2cc(C(F)(F)F)n3ncc(C(=O)NCC4CCCO4)c3n2)cc1OC (configuration not stated) | 0 | 16 | 6[fluorescence artefact?] | 0 | -1 | -3 | 28 | 2 | 0.4
Cc1ccc(/C=N/N2CCN(c3ccncc3S(=O)(=O)N3CCCCC3)CC2)cc1 | -22 | 8 | 0 | -2 | 12 | -5 | -23 | -10 | -1.8
CC(=O)c1ccc(CCCCCCCCCC(=O)O)s1 | 11 | 10 | -3 | -4 | 6 | -7 | 18 | -4 | 3.6
CN(C)C(=O)COC(=O)c1cc(Cl)cc(Cl)c1N | -10 | 7 | 0 | 7 | 4 | 3 | 7 | 10 | -1.0
Cc1ccc(C2c3c(C)nn(-c4ccc([N+](=O)[O-])cc4)c3N=C3C(=O)Nc4ccccc4N32)cc1 (configuration not stated) | -13 | 3 | 0 | 26 | -8 | 5 | 15 | 27 | 1.5

Taken from above.
Reading for Cc1cccc(Nc2ncnc3c2cnn3C)c1 in eIF4E-4G inh: -1
Reading for Cc1nc(C)c(C(=O)Nc2ncc([N+](=O)[O-])s2)o1 in S1P4 antag: -5

Bioassay records (PubChem BioAssay)

Only part of the results is shown; the hit share may differ from the screen's.
